# PLCb3 inh – inhibitors of human phospholipase C beta3; AID 720704; Purified PLC-beta3, fluorogenic substrate, fluorescence; Q01970; inhibition, % at 12.2 µM; hit rate 0.18% among 370,000; in the data active means inhibition above about 11%;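 further: 0% = median of compound wells on plate and 100% = full blocker control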
# ADAM17 inh – inhibitors of human ADAM17; recombinant ADAM17, EDANS/DABCYL FRET peptide cleavage; inhibition, % at 6.95 µM; hit rate 0.83% among 370,000; AID 720648;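 active means inhibition above the mean of compounds lying between control limits plus 3 SD, set per campaign, cut at about 8.5% in these data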;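 further: 0% = DMSO-only wells as the low control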
# ADAM10 inh – ADAM10 inhibition, QFRET primary screen | O14672 | recombinant ADAM10, EDANS/DABCYL FRET peptide cleavage, 3 h | AID 720582 | inhibition, % at 7 µM | hit rate 0.62% among 370,000;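 active means inhibition above a per-campaign cutoff equal to the mean of compounds falling between control-based bounds plus 3 SD, cut at about 20% in these data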;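 further: 0% = DMSO wells while the 100% control is not disclosed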
# Target sequence (O14672 214-748 limits assumed): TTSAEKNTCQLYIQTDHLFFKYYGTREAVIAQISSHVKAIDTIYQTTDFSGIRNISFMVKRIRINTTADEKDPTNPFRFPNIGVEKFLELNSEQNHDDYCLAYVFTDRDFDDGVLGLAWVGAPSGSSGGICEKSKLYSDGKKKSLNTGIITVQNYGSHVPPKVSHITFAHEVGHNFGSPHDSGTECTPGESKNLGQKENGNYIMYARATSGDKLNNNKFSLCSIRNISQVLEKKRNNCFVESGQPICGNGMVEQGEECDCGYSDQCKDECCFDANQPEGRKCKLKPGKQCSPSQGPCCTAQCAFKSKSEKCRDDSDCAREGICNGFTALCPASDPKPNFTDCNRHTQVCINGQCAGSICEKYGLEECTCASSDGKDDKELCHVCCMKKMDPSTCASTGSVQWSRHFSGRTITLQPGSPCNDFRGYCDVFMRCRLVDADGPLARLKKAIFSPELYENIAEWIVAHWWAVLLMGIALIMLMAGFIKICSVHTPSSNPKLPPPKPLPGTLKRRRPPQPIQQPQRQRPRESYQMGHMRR
# hgDAF-12 ag – agonists of H. glycines DAF-12 nuclear receptor; HEK293 GAL4-hgDAF12 UAS-luciferase reporter, agonist luminescence; normalized to butyrate control; activation, % at 6.8 µM; hit rate 1.8% among 370,000;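 active means activation above a cutoff set at the mean of all screened compounds plus 3 SD, cut at about 10% in these data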;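 further: 0% = DMSO wells and 100% = sodium butyrate wells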
# ssDAF12 agonist – S. stercoralis DAF-12 activation, primary screen | activation, % at 6.8 µM | hit rate 1% among 370,000 | HEK293 ssDAF-12/GRIP1 lit1-tk-luc reporter, luminescence; % of 3 µM dafachronic acid response;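 active means activation above the mean over all tested compounds plus 3 SD, cut at about 0.9% in these data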;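 further: 0% = DMSO-only wells and 100% = 3 µM delta7-dafachronic acid wells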
# FXN GAA850 act – frataxin GAA850 promoter activation. activation, % at 6 µM. AID 540364. hit rate 0.56% among 360,000. HEK293 lucGAA850 FXN promoter luciferase reporter, 24 h; percent of 10 µM SAHA response;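 active means activation above the average of all compounds screened plus 3 SD, cutoff fixed separately per campaign, cut at about 7.5% in these data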;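 further: 0% = DMSO wells and 100% = 10 µM SAHA wells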
# PLC-gamma1 inh – inhibitors of human phospholipase C gamma1. inhibition, % at 12.2 µM. purified PLC-gamma1, fluorogenic substrate, fluorescence. hit rate 0.84% among 370,000. P19174; in the data active means inhibition above about 9.5%
# DAX1 inh-1 – inhibitors of human orphan nuclear receptor DAX1 (NR0B1) | P51843 | hit rate 0.99% among 340,000 | AID 504766 | inhibition, % at 6.75 µM | HEK293 Gal4-DAX1 luciferase reporter, luminescence;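 active means inhibition above the mean over all tested compounds plus 3 SD, cut at about 4.2% in these data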;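 further: 0% = DAX1-transfected cells with DMSO and 100% = empty-vector control cells with DMSO; inhibition shows as a rise in luminescence from relieved DAX1 repression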
# HGIII-sPLA2 inh – Inhibits HGIII-sPLA2 liposome hydrolysis, primary screen; QFRET BODIPY PC-A2 liposome hydrolysis, fluorescence; hit rate 0.56% among 370,000; Q9NZ20; inhibition, % at 12.2 µM;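 active means inhibition above mean plus 3 SD of compounds lying within the high and low control bounds, cut at about 19% in these data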;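 further: 0% = median of test compound wells and 100% = no enzyme DMSO wells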
# Target sequence (Q9NZ20 whole entry, looked up): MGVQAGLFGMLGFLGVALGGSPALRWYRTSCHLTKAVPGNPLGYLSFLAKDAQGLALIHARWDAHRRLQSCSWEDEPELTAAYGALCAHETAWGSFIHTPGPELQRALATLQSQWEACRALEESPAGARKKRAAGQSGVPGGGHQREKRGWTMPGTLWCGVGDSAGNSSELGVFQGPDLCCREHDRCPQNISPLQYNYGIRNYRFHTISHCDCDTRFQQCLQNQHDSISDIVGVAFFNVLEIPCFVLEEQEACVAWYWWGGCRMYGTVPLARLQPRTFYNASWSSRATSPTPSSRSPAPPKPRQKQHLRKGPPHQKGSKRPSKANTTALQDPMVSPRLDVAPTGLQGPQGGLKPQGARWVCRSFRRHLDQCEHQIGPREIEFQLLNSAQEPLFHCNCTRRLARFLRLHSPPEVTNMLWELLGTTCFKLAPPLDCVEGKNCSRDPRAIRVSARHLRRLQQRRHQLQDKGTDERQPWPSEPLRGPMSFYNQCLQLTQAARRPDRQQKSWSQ
# DAX1 inh-2 – DAX1 (NR0B1) inhibition, primary screen | HEK293T StAR-luciferase reporter, SF-1/DAX-1 repression relief | inhibition, % at 6.8 µM | hit rate 1.1% among 370,000 | AID 652010;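 active means inhibition above the mean over all tested compounds plus 3 SD, cut at about 3.6% in these data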;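 further: 0% = DAX-1 cells with DMSO and 100% = cells lacking DAX-1 with DMSO; higher inhibition means more luminescence from relief of DAX-1 repression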
# hcDAF12 agonist – H. contortus DAF-12 activation, primary screen; activation, % at 6.8 µM; hit rate 1.4% among 370,000; AID 652067; HEK293 hcDAF-12 lit1-tk-luc reporter, luminescence; 0% DMSO, 100% Δ7-dafachronic acid;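 active means activation above the mean of all tested compounds plus 3 SD, cut at about 5.5% in these data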;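 further: 100% = response to 3 µM Δ7-dafachronic acid high control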
# Active calls of the source: *; nt = no result given.
SMILES,PLCb3 inh,ADAM17 inh,ADAM10 inh,hgDAF-12 ag,ssDAF12 agonist,FXN GAA850 act,PLC-gamma1 inh,DAX1 inh-1,HGIII-sPLA2 inh,DAX1 inh-2,hcDAF12 agonist
O=C(NC1CCCC1)c1ccc(Cl)c(S(=O)(=O)N2CCCCC2)c1,0,-1,2,0.1,-1.3,2.2,0,-0.2,2,0.1,1.3
CCN(CC)c1ccc(NC(=O)COC(=O)c2ccc3ccccc3n2)cc1,-5,-3,4,4.2,0.0,-0.6,3,0.1,-2,0.3,2.4
Cc1ccc(C)c(NC(=S)NC2CC3CCC(C2)N3Cc2ccco2)c1 (stereo unspecified),6,4,3,1.5,1.6*,-0.6,3,0.6,8,0.2,-0.3
CC(C)(C)[C@H]1C=C(C(=O)NCc2ccccc2)O[C@@H](OCCCCO)C1,1,-3,2,2.2,-1.2,1.5,-3,-0.3,-2,0.2,3.1
Cc1cccc(N2CCN(C(=O)c3ccc4c(c3)NC(=O)C(CSCc3cccc(F)c3)N4)CC2C)c1 (stereo unspecified),-36,-1,-3,1.5,-0.5,1.3,-15,0.2,-6,-0.3,-1.9
O=C(COc1ccc(Br)cc1)N1CCNC1=O,-7,2,1,2.5,-0.3,2.9,0,0.9,0,-0.3,-1.2
CC(=O)NC(Cc1cccc(C)c1)C(=O)NC1CCN(c2ncccc2[N+](=O)[O-])CC1 (stereo unspecified),0,-1,-2,-2.4,-1.4,0.1,1,3.1,4,-0.1,-0.9
CC1(NC(=O)Cc2c(Cl)cccc2Cl)CCS(=O)(=O)C1 (stereo unspecified),-4,-4,-1,4.7,-1.2,1.7,-1,0.1,0,0.4,-0.8
CC(OC(=O)CCC(=O)c1cccs1)C(=O)NC1CCCCC1C (stereo unspecified),-6,0,-6,-2.9,-0.9,1.4,-1,0.0,0,-1.2,-0.7
CS(=O)(=O)N1CCC(C(=O)Nc2ccccc2F)CC1,4,0,3,-0.3,-0.8,2.6,3,0.9,2,-0.4,-1.3
COC(=O)C(=Cc1ccncc1)c1cccc2ccccc12,-10,-1,3,-1.3,-1.1,0.2,-7,-0.2,0,-0.5,-0.3
N#CC(=Nc1cccc(F)c1)C1=C(O)c2ccccc2C1=O,-106,-4,-20,3.5,-0.2,nt,-82,nt,-2,0.5,3.9
CC(C)(C)N1C(=O)[C@H]2[C@@H](c3ccc(Br)cc3)N3C(=O)N(c4cccc(F)c4)C(=O)[C@@]3(Cc3ccccc3)[C@H]2C1=O,2,-2,0,-1.5,-1.0,6.0,0,0.1,3,0.1,-0.9
O=C(Nc1nc(-c2cc(F)ccc2F)cs1)c1cccc(N2C(=O)CCC2=O)c1,-15,-2,-2,3.8,-0.9,0.7,-2,-0.1,-11,0.1,-1.9
COc1ccc(CN2C(=O)c3cccnc3C2=O)cc1S(=O)(=O)N1CCCCC1,-6,-1,-4,-0.2,-0.9,1.3,3,0.0,4,0.1,1.5
CCn1c(SCC(=O)NNC(=S)Nc2ccc(C)cc2)nnc1-c1ccc(Cl)cc1,-2,-1,0,-2.0,-1.0,-0.6,1,-0.6,16,-0.7,-0.4
COC(=O)c1ccccc1NC(=O)CSc1nc(N)cc(=O)[nH]1,-5,0,-2,-1.9,-2.4,-2.5,1,0.5,-5,0.2,-2.0
Cc1cccc(CN(C)CCc2ccccn2)c1,0,-4,1,1.3,-1.3,1.2,1,0.4,0,0.0,-1.3
O=C1c2ccccc2C2(c3ccccc3)NCCN12 (stereo unspecified),-2,-3,3,-1.6,-0.8,4.5,-2,-0.3,3,-0.7,-0.9
O=C(O)c1cccc(N/N=C/c2ccc(-c3ccccc3)cc2)c1,-12,-4,-9,16*,0.5,6.3,-8,-2.7,-11,4.7*,4.1

# 2 entries drawn at random from those above:
SMILES,PLCb3 inh,ADAM17 inh,ADAM10 inh,hgDAF-12 ag,ssDAF12 agonist,FXN GAA850 act,PLC-gamma1 inh,DAX1 inh-1,HGIII-sPLA2 inh,DAX1 inh-2,hcDAF12 agonist
CC(C)(C)N1C(=O)[C@H]2[C@@H](c3ccc(Br)cc3)N3C(=O)N(c4cccc(F)c4)C(=O)[C@@]3(Cc3ccccc3)[C@H]2C1=O,2,-2,0,-1.5,-1.0,6.0,0,0.1,3,0.1,-0.9
O=C(COc1ccc(Br)cc1)N1CCNC1=O,-7,2,1,2.5,-0.3,2.9,0,0.9,0,-0.3,-1.2

# (listing goes on)
SMILES,PLCb3 inh,ADAM17 inh,ADAM10 inh,hgDAF-12 ag,ssDAF12 agonist,FXN GAA850 act,PLC-gamma1 inh,DAX1 inh-1,HGIII-sPLA2 inh,DAX1 inh-2,hcDAF12 agonist
O=C(c1cnn(C(=O)COc2ccc(Cl)cc2)c1)c1ccccc1O,-5,1,-3,2.3,-1.2,0.9,-4,0.3,-9,0.3,0.2
c1cncc(Nc2nc(-c3ccncc3)cs2)c1,-6,2,-2,1.8,-1.4,3.1,0,2.4,1,-1.3,0.4
CC1C=CCC2C(=O)N(c3cccc(C(=O)NCc4ccccc4)c3)C(=O)C12 (stereo unspecified),-38,-1,-1,2.4,-1.1,-0.2,-26,-1.5,-20,-0.3,-1.5
Cc1ccc(CNC(=O)CCS(=O)(=O)c2cc3c(cc2C)NC(=O)CO3)cc1,-2,-5,-10,-1.7,-0.9,-0.3,2,1.1,8,-1.1,-0.8
C/C(=N\NC(=O)CO/N=C(\C)c1cccs1)c1ccc(N)cc1,-18,-2,5,0.4,-1.3,0.0,-6,1.5,-7,0.0,-1.1
Cc1cccc(N(C(=O)c2snc(C(N)=O)c2N)C(C(=O)NC2CCCC2)c2ccco2)c1 (stereo unspecified),-87,-19,-53,0.7,-0.6,-1.5,-52,-0.7,-9,0.2,-0.4
NC(=O)c1ccc(Nc2nc(C(N)COCc3ccccc3)cs2)cc1 (stereo unspecified),-29,-9,-25,-2.2,-1.7,-2.3,-20,nt,11,0.4,-2.3
COc1cccc(/C=N/NC(=O)c2ccoc2C)c1O,-46,-6,-24,6.8,-0.5,-5.3,-24,2.2,-3,0.0,0.7
CC1(CCc2ccccc2)NC(=O)N(CC(=O)N2CCc3ccccc32)C1=O (stereo unspecified),5,3,7,-0.2,-0.3,1.0,2,1.0,1,-1.1,-0.3
CCOc1ccccc1NC(=O)n1ncc2c(C)cccc21,-3,-1,-2,-0.9,0.1,0.0,-2,0.6,11,-0.1,2.8
COc1ccc(C)cc1NC(=O)C(=O)c1cn(CC(=O)N2CCCC2)c2ccccc12,-27,7,15,-4.3,-1.5,-1.7,-15,-0.8,-22,-4.1,-3.1
O=C(NN=C1CCCCCC1)c1ccc(Cl)s1,-16,2,3,5.0,-1.1,1.0,-5,-0.4,-7,0.6,0.3
CCc1cccc2c(C=C(C#N)C#N)cn(CC(=O)N3CCCCC3)c12,1,0,-1,-0.8,-1.1,1.8,1,0.7,10,0.1,0.6
COc1ccc(CCNC(=O)COc2cc(O)c3c(c2)OC(C)(C)CC3=O)cc1OC,-2,-4,-17,-3.2,-1.4,-0.7,-4,0.3,3,-0.3,-2.7
Cc1[nH]c2ccccc2c1C1=CN2CCS(=O)(=O)N=C2S1,0,-4,0,-0.1,-1.1,-1.3,3,-0.1,-10,-0.3,2.4
COc1cc(NC(=O)Nn2cnnc2)cc(OC)c1OC,-10,-2,-422,5.4,-1.2,1.5,-3,0.1,11,-0.1,1.5
COc1cccc(N2CCN(C(=O)c3cn(Cc4ccccc4)nc3-c3cccnc3)CC2)c1,-6,-5,-13,0.6,-1.4,-3.5,8,-1.6,6,-2.6,-0.4
CCN1CCN(Cc2ccc(OCc3ccccc3)cc2)CC1,5,-3,-6,13*,-1.2,4.4,-2,1.8,-3,1.8,3.2
COc1ccc(NC(=O)N(C)C[C@H]2Oc3ccc(NC(=O)CCN4CCOCC4)cc3C(=O)N([C@H](C)CO)C[C@@H]2C)cc1,-7,-4,-3,-0.2,-0.6,-1.4,-4,3.3,2,0.4,-0.3
CCOc1ccc(N2C(=O)CC(C(C)c3ccccc3)C2=O)cc1 (stereo unspecified),-2,-1,-1,0.0,-1.9,2.1,3,-0.3,0,0.0,-0.2
O=C(CSc1nnc(SCc2cccc3ccccc23)s1)c1ccc2c(c1)OCO2,-4,1,0,1.6,-1.1,1.2,-3,2.4,-1,0.3,-0.3
CCOC(=O)/C(=N\O)C1=NC(C)(C)Cc2ccccc21,0,-2,3,0.0,-0.8,0.4,1,-1.0,-6,0.0,-1.1
CCOCC(O)CSCc1ccc(Cl)cc1 (stereo unspecified),0,2,-4,1.1,-1.5,2.1,1,-0.4,5,0.7,1.0
O=C(O)c1ccc(-c2nn3c(=O)cc(N4CCNCC4)nc3s2)cc1,-21,-22,-72,1.4,-0.5,-0.1,-15,nt,2,1.4,0.7
O=C(O)c1cc(-c2cccs2)nc2ccc(Br)cc12,-40,-63,-153,3.7,-0.5,4.2,-34,-1.4,-5,0.1,-0.5
Cc1nn(Cc2ccc(Cl)cc2)c(C)c1NC(=O)c1cc(-c2ccc3c(c2)OCO3)on1,2,-2,-1,3.6,-1.3,-1.0,2,-2.2,-3,0.2,-2.3
CCC(C)N1C(=O)/C(=C/c2c(NCCCOC(C)C)nc3c(C)cccn3c2=O)SC1=S (stereo unspecified),-13,-2,-10,-1.2,-1.1,1.2,-10,0.5,2,-0.4,0.0
CCOc1ccc(NC(=O)CC2C(=O)NCCN2C(=O)Nc2ccccc2)cc1 (stereo unspecified),-8,-8,-7,0.5,-0.6,-1.2,2,0.8,-9,-1.7,-1.5
COc1ccc(NC(=O)C(C/C=C(/C)Cl)C(C)=O)cc1 (stereo unspecified),-1,0,9,-1.3,-1.4,1.4,1,-0.5,-6,-0.9,-1.7
Nc1ccc(Nc2ccc([N+](=O)[O-])cc2[N+](=O)[O-])cc1,4,4,12,-1.9,-1.8,7.4,7,-1.6,18,-0.3,-1.4
Cc1ccc(N(CC(=O)NC2CCCC2)C(=O)CCC(=O)Nc2nccs2)cc1C,-4,-15,-7,0.0,-1.3,-1.8,-1,-2.0,-4,0.1,-0.3
O=C(c1cnc(Cl)c(Cl)c1)N1CCC(Cc2ccccc2)CC1,4,5,-1,0.1,-1.5,-0.4,0,-2.1,2,-0.1,0.2

# Ordered by the number under hcDAF12 agonist (descending): seven from the list above
SMILES	hcDAF12 agonist
N#CC(=Nc1cccc(F)c1)C1=C(O)c2ccccc2C1=O	3.9
Cc1[nH]c2ccccc2c1C1=CN2CCS(=O)(=O)N=C2S1	2.4
CCOCC(O)CSCc1ccc(Cl)cc1 (stereo unspecified)	1.0
CCc1cccc2c(C=C(C#N)C#N)cn(CC(=O)N3CCCCC3)c12	0.6
O=C(CSc1nnc(SCc2cccc3ccccc23)s1)c1ccc2c(c1)OCO2	-0.3
CCOC(=O)/C(=N\O)C1=NC(C)(C)Cc2ccccc21	-1.1
COc1ccc(CCNC(=O)COc2cc(O)c3c(c2)OC(C)(C)CC3=O)cc1OC	-2.7

# Screens from PubChem BioAssay.
